DDE Tn6 FP inh – disrupts Tn6 cyclic peptide binding to fibrin D-Dimer-E complex. P02675. Fibrin DD(E) TRITC-Tn6 fluorescence polarization displacement. inhibition, % at 8.3 µM. 0.21% of 370,000 active. AID 720509;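 active means inhibition above a per-campaign cutoff: mean of compounds within control limits plus 3 SD, cut at about 15% in these data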;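 further: 0% = median of all compound wells on the plate and 100% = blocking peptide control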
DDE Tn7 FP inh – inhibitors of Tn7 peptide binding to human fibrin DD(E) | 0.13% of 370,000 active | FP displacement of FITC-Tn7 peptide from fibrin DD(E); 0% = median of compound wells per plate | P02675 | inhibition, % at 8.3 µM;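 active means inhibition above the mean of compounds falling within the control limits plus 3 SD of them, cut at about 14% in these data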;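 further: 0% = plate median of compound wells and 100% = 10 µM Aha-Tn7 peptide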
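Assay system: Human clot-derived fibrin DD(E) complex | Buffer or medium: Tris/NaCl/CaCl2 buffer, pH 7.8 | Repeats: One replicate per compound | Benchmarks: Aha-Tn7 high control | Measure: % inhibition scaled between sample-field median and high-control FP | Schedule: 10 min plus 3 h, room temperature | Signal: Fluorescence polarization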
NR1D1 modulator – modulators of human Rev-erb alpha DNA binding; P20393; Rev-erbα–FITC-DNA binding, fluorescence polarization, 90 min; activity, % at 10 µM; 0.79% of 370,000 active; AID 1259318;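 active means activity above about 14%, limit read from the data; passing the limit was not always enough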;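 further: 0% = DMSO wells with 35 nM protein and 100% = DMSO wells with 750 nM protein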
ASAP1 GAP inh – ASAP1 ArfGAP inhibition | 0.19% of 360,000 active | AID 624377 | inhibition, % at 16.5 µM | ASAP1-stimulated ARF1 GTP hydrolysis, GDP FP detection; in the data active means inhibition above about 25%;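 further: 0% = vehicle with enzyme and substrate and 100% = no enzyme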
Target sequence (Q9ULH1 325-724 limits assumed): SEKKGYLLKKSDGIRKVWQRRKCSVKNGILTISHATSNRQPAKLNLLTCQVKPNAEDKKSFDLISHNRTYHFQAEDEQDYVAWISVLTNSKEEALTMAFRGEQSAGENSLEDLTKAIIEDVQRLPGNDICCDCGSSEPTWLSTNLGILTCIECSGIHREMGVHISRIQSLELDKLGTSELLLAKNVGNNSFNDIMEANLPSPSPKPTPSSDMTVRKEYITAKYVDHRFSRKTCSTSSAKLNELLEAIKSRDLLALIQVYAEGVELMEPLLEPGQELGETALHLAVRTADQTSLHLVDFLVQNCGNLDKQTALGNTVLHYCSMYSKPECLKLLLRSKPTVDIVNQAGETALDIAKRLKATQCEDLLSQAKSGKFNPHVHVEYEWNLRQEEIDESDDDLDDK
PLC-gamma1 inh – PLC-gamma1 (human) inhibition, primary screen | P19174 | purified PLC-gamma1, fluorogenic substrate, fluorescence | inhibition, % at 12.2 µM | 0.84% of 370,000 active | AID 720700; in the data active means inhibition above about 9.5%
PLCb3 inh – PLC-beta3 (human) inhibition, primary screen; Q01970; Purified PLC-beta3, fluorogenic substrate, fluorescence; inhibition, % at 12.2 µM; 0.18% of 370,000 active; AID 720704; in the data active means inhibition above about 11%;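 further: 0% = median of compound wells on plate and 100% = full blocker control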
UHRF1 MBD2 ctr – UHRF1 methyl-DNA binding inhibition; inhibition, % at 4.4 µM; UHRF1 binding to methylated oligo, TR-FRET; AID 687016; Q96T88; 0.75% of 370,000 active; in the data active means inhibition above about 21%;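 further: UHRF1 SRA domain binding a hemimethylated CpG hairpin DNA probe; 0% = median of test compound wells and 100% = reference inhibitor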
ARFGAP1 inh – inhibits rat ARF GTPase activating protein 1 | AID 651572 | Arfgap1-stimulated ARF1 GTP hydrolysis, GDP FP detection | inhibition, % at 16.5 µM | Q62848 | 0.26% of 360,000 active;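 active means inhibition above a per-plate limit, mean inhibition of low control wells plus 3 SD, cut at about 25% in these data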;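 further: 0% = DMSO wells with enzyme and 100% = wells lacking Arfgap1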
Target sequence (Q62848 1-136 limits assumed): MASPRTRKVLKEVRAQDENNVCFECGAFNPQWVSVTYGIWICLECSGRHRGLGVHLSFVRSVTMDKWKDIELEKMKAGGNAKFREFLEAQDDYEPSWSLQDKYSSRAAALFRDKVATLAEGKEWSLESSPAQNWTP
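material = rat Arfgap1 catalytic domain, aa 1-136 | also added = human ARF1(Δ1-17)-GTP substrate | compound dosing = one concentration, 16.5 µM, DMSO 1.26% | times = GTP hydrolysis reaction 2 h at 25 °C | measured by = FP, GDP Alexa 633 tracer displaced from anti-GDP antibody, 620/688 nm | evaluation = percent inhibition of Arfgap1-stimulated GTP hydrolysis | replication = single well per compound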
KLK7 zymogen act – activators of human kallikrein-7 zymogen; P49862; purified proKLK7, EDANS-DABCYL substrate fluorescence; 100% is mature enzyme control, 0% vehicle; activation, % at 7 µM; 0.9% of 370,000 active; AID 652039;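 active means activation above the mean of all tested compounds plus 3 SD, computed per campaign excluding outliers beyond control limits, cut at about 13% in these data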
Target sequence (P49862 whole entry, looked up): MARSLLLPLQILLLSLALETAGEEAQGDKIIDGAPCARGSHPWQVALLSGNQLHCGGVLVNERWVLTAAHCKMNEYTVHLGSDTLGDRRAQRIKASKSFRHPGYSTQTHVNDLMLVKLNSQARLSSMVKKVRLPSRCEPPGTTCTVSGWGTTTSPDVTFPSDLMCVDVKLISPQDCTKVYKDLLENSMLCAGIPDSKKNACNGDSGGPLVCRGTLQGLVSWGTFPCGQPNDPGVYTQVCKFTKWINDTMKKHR
sPLA2-III inh – Inhibits HGIII-sPLA2 liposome hydrolysis, primary screen; QFRET BODIPY PC-A2 liposome hydrolysis, fluorescence; AID 743126; Q9NZ20; 0.56% of 370,000 active; inhibition, % at 12.2 µM;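 active means inhibition above mean plus 3 SD of compounds lying within the high and low control bounds, cut at about 19% in these data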;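 further: 0% = median of test compound wells and 100% = no enzyme DMSO wells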
Numbers without * were called inactive.

SMILES	DDE Tn6 FP inh	DDE Tn7 FP inh	NR1D1 modulator	ASAP1 GAP inh	PLC-gamma1 inh	PLCb3 inh	UHRF1 MBD2 ctr	ARFGAP1 inh	KLK7 zymogen act	sPLA2-III inh
Cn1c(=O)[nH]c(=O)c2c1nc(N1CCCC1)n2CCCSc1nnnn1-c1ccccc1	-12	3	-3	-6	1	-3	-1	-1	-0.1	-1
COC1=C(Nc2ccc(C)cc2)C(=O)c2ccccc2C1=O	-6	1	8	-12	-1	-3	-9	-1	1.4	2
CCOC(=O)C1(Cc2cccc(Cl)c2)CCCN(C(=O)CCN2CCCC2=O)C1 (stereo not given)	1	5	-3	-21	-1	-6	1	11	-0.7	4
CC(=O)N1CCCc2cc(S(=O)(=O)Nc3ccc(C)cc3C)ccc21	2	-3	4	-1	2	3	2	7	-0.3	-8
COc1ccc(C(C#N)=C2C=CC(=NO)c3ccccc32)cc1	2	-2	-6	-6	-20	-28	0	9	-0.4	-84
CSCCC(c1nnnn1C1CCCCC1)N1CCN(C/C=C/c2ccccc2)CC1 (stereo not given)	0	-1	2	6	4	3	6	7	-0.9	-10
CC1(C)CC(=O)C(C(N)=NC(=O)c2ccc([N+](=O)[O-])cc2)=C(O)C1	-6	-6	8	-10	4	-4	-2	8	0.6	-1
Cc1cccc(NCc2ccccc2OCc2ccccc2F)c1	-7	2	0	-3	4	2	-2	1	0.1	6
O=C(NCc1nnc(SCC(=O)N2CCCc3ccccc32)o1)c1c(F)cccc1Cl	3	6	-1	-3	2	3	1	-8	0.0	-1
Cc1ccc(NC(=S)NCCSc2ccc(Cl)cc2)cc1	-6	-8	3	-6	0	-9	0	6	-0.1	-1
CCc1cc(C(=O)OCC(=O)N2CCC(c3ccccc3)=N2)sc1C	-3	-2	-1	5	-4	-5	-2	3	-0.1	-15
COc1ccc(CNC(=O)C(C)n2nc(C)c3c(C)n(-c4ccc(C)cc4)nc3c2=O)cc1 (stereo not given)	-3	5	1	-7	-2	-6	0	-4	-0.3	-3
Cc1ccn2cc(CCNC(=O)CC3CCCCC3)nc2c1	-1	0	-4	-11	2	1	4	-14	-0.7	6
O=C(c1ccc(F)cc1)N1CCN(c2ncccn2)CC1	3	2	-2	11	-5	0	4	5	0.5	9
CC(C)(Oc1ccc(Cl)cc1)C(=O)O/N=C(\N)c1ccncc1	-6	5	5	-13	-2	-6	0	-13	-0.1	0
COc1cccc(C(=O)N2CCC[C@H]2C(=O)N2CCC[C@H]2C(=O)N(C)Cc2ccccc2)c1	2	4	0	-7	-1	0	-1	2	0.0	4
CCN(Cc1ccncc1)Cc1cn[nH]c1-c1cc(OC)c(OC)c(OC)c1	10	1	-4	-3	1	1	-2	-7	0.2	-2
O=c1cnc2cc([N+](=O)[O-])ccc2[nH]1	-3	-9	7	-7	4	4	0	6	0.6	-2
O=C(O)c1ccc(S(=O)(=O)c2ccc3c(c2)C(=O)N(c2ccccc2[N+](=O)[O-])C3=O)cc1	-5	-5	-6	8	2	-5	-2	6	0.2	10
c1ccc(CC2CCN(c3nnnn3-c3ccccc3)CC2)cc1	-4	-2	2	-5	1	-6	-3	3	0.8	-17
Cn1nccc1NC(=O)Nc1cccc(Cl)c1	-12	-3	-4	-1	3	-7	4	3	0.7	2
CC(=O)Nc1ccc(C=NNc2nnc(NN=Cc3ccc(NC(C)=O)cc3)c3ccccc23)cc1	-3	-5	0	2	-19	-27	-5	18	-4.5	3
COc1ccc(S(=O)(=O)N2CCCC2=O)cc1N(C)S(C)(=O)=O	-1	-3	5	8	0	-4	0	-5	-0.1	-2
CCCCC/S(CC1CC1(Cl)Cl)=N\S(=O)(=O)c1ccc(C)cc1 (stereo not given)	-8	-4	0	-1	3	3	1	7	-0.2	-2
C=C(C)c1cccc(C(C)(C)NC(=O)N2CCN(c3ncccn3)CC2)c1	-3	-9	-1	16	-3	-2	-1	7	-0.8	3
C=C1C(=O)[C@@]23[C@H](O)C[C@@H]4C(C)(C)CC[C@H](O)[C@]4(C)[C@@H]2C[C@H](O)[C@@H]1[C@H]3O	4	1	3	8	5	5	3	5	0.2	0
CC(=O)c1c(C)[nH]c(C(=O)OCC(=O)c2c[nH]c3ccccc23)c1C	-5	-2	2	15	1	-4	1	13	-0.6	-9
COCCCn1c(C2CCCCC2)nc2oc3cc(OC)ccc3c(=O)c2c1=O	-4	-2	5	-6	-2	1	1	-5	1.0	3
Cc1cc(Br)cn2ccnc12	-6	0	0	-5	0	3	-2	-4	-0.3	-2
CCOC(=O)c1ccc(N=c2sc(C(=O)OC)cc(=O)n2Cc2ccco2)cc1	-2	2	9	-13	3	3	-2	2	-0.8	-4
COc1ccc(S(=O)(=O)Nc2ccc3c(c2)C(=O)N([C@@H](C)CO)C[C@@H](C)[C@H](CN(C)S(=O)(=O)c2ccc(F)cc2)OCCCC[C@H](C)O3)cc1	-4	-1	-2	0	2	-5	7	5	1.5	-34
CC1CCCCN1CC(=O)Nc1ccccc1Sc1ccccc1 (stereo not given)	2	-4	6	0	0	1	1	3	0.0	-6
CC(C)(C)c1cc(C(=O)N/N=C/c2ccc(-c3ccccc3[N+](=O)[O-])o2)n[nH]1	3	6	-3	-4	-16	-27	-10	-2	0.4	-18
COC(=O)c1cn(C(=O)c2ccc(F)cc2)c2ccccc12	-7	-8	4	4	0	-5	-2	-4	-0.5	3
Cc1cc(=O)n2c(C(=O)Nc3ccc(C(=O)OC(C)C)cc3)c(C(=O)Nc3ccccc3)sc2n1	5	4	18	11	0	-7	1	4	11	-8
CN(CCOc1ccccc1)C(=O)c1cc(COc2c(F)cccc2F)on1	4	4	2	5	-1	-8	-3	7	0.4	-18
COc1ccc(CC(=O)Nc2nc(-c3ccc(F)c(F)c3)cs2)cc1OC	-2	3	8	17	1	-4	-1	5	-0.3	-9
CCOc1nc(NC(=O)NS(=O)(=O)Oc2ccccc2Cl)nc(-c2ccccc2)n1	-2	4	-7	12	0	4	7	8	-0.1	5
CC(=O)C1=C(C)NC(SCC(N)=O)=C(C#N)C1c1cccnc1 (stereo not given)	-3	-1	7	13	-2	-16	4	7	0.8	5
Cc1ccc(NC(=O)C(Nc2cccc(C)c2)c2ccccc2)cc1 (stereo not given)	4	7	7	6	2	3	4	7	-0.5	-14
O=C(NNC(=O)c1ccncc1)Nc1cc(Cl)ccc1Cl	4	12	-4	-17	0	0	-3	4	-0.8	-11
CC(C)(C)C1CCC(OC(=O)CN2CCCCC2)CC1 (stereo not given)	1	-8	-4	-1	1	-4	5	-3	0.5	11
Cn1nc(C(=O)OCC(=O)Nc2cccc(S(=O)(=O)N3CCCC3)c2)c2ccccc2c1=O	1	-1	-1	0	3	-4	0	4	0.1	-3
CCCc1cc(C(=O)N2CCCC(N3CCN(c4ccccc4C)CC3)C2)n(C)n1 (stereo not given)	4	-4	0	-17	1	-4	-2	3	-0.3	1
CC(C)Cc1csc(NC(=O)c2ccccc2Cl)c1C(=O)O	-9	6	-1	-2	-9	-13	10	-6	-0.1	-4
CN(CCO)c1cccc2c1S(=O)(=O)N[C@@H](Cc1ccccc1)CO2	9	5	4	-1	0	-2	1	-3	0.4	12
C[C@@H](C(=O)N1CCN(Cc2ccc3c(c2)OCO3)CC1)n1nnc2ccccc2c1=O	-4	-4	1	3	4	-6	1	10	-0.3	12
Cc1cc(C)cc(NC(=O)N(C)Cc2ccccc2)c1	2	2	-8	3	2	-4	2	1	-0.3	8
CCN(CC(=O)Nc1cc(Cl)ccc1C)C(=O)CSCc1ccc(C)cc1	-12	-4	-3	7	0	-2	-3	-8	0.9	-15
C=C1CCN([C@H](C(=O)NCc2ccc(Cl)cc2)C(C)C)S(=O)(=O)c2ccccc21	2	1	2	6	1	0	0	7	0.4	-2
CCOC(=O)c1ccc(NS(=O)(=O)c2ccc(SC)cc2)cc1	7	-1	2	1	-4	-2	3	15	0.0	-37
CN(C)/C(=N\S(=O)(=O)c1ccccc1)c1ccc(F)cc1	8	-2	4	9	0	-2	-2	1	0.0	-5
CC(=O)c1cccc(NC(=O)NC(C)c2ccncc2)c1 (stereo not given)	0	2	-2	-7	-9	-8	0	13	-0.4	2

Part of the list above in order of SMILES length, low to high.
SMILES	DDE Tn6 FP inh	DDE Tn7 FP inh	NR1D1 modulator	ASAP1 GAP inh	PLC-gamma1 inh	PLCb3 inh	UHRF1 MBD2 ctr	ARFGAP1 inh	KLK7 zymogen act	sPLA2-III inh
Cc1cc(C)cc(NC(=O)N(C)Cc2ccccc2)c1	2	2	-8	3	2	-4	2	1	-0.3	8
O=C(NNC(=O)c1ccncc1)Nc1cc(Cl)ccc1Cl	4	12	-4	-17	0	0	-3	4	-0.8	-11
Cn1nc(C(=O)OCC(=O)Nc2cccc(S(=O)(=O)N3CCCC3)c2)c2ccccc2c1=O	1	-1	-1	0	3	-4	0	4	0.1	-3

Another view of some results above.
Cc1cc(C)cc(NC(=O)N(C)Cc2ccccc2)c1
  DDE Tn6 FP inh = 2
  DDE Tn7 FP inh = 2
  NR1D1 modulator = -8
  ASAP1 GAP inh = 3
  PLC-gamma1 inh = 2
  PLCb3 inh = -4
  UHRF1 MBD2 ctr = 2
  ARFGAP1 inh = 1
  KLK7 zymogen act = -0.3
  sPLA2-III inh = 8

CCN(CC(=O)Nc1cc(Cl)ccc1C)C(=O)CSCc1ccc(C)cc1
  DDE Tn6 FP inh = -12
  DDE Tn7 FP inh = -4
  NR1D1 modulator = -3
  ASAP1 GAP inh = 7
  PLC-gamma1 inh = 0
  PLCb3 inh = -2
  UHRF1 MBD2 ctr = -3
  ARFGAP1 inh = -8
  KLK7 zymogen act = 0.9
  sPLA2-III inh = -15

C=C1CCN([C@H](C(=O)NCc2ccc(Cl)cc2)C(C)C)S(=O)(=O)c2ccccc21
  DDE Tn6 FP inh = 2
  DDE Tn7 FP inh = 1
  NR1D1 modulator = 2
  ASAP1 GAP inh = 6
  PLC-gamma1 inh = 1
  PLCb3 inh = 0
  UHRF1 MBD2 ctr = 0
  ARFGAP1 inh = 7
  KLK7 zymogen act = 0.4
  sPLA2-III inh = -2

High-throughput results as filed in PubChem.
